Source: PubChem BioAssay
FUS suppressor = qHTS for Suppressors of FUS Proteinopathy: Primary screen using FUS-linked yeast assay | S. cerevisiae FUS-expressing, growth rescue, OD600, 24 h | Potency, µM (highest dose often 76.6 µM), for the others: top-dose growth rescue (activation), usual class: activators | actives 0.24% (n = 390,000);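 also: potency is read from the fitted curve at half-maximal effect; plate controls were DMSO vehicle for no effect and reference control for full effect; nearly all actives have a fitted effect of over 55% in size; some results filed as inactive show a strong effect at the top dose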
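Galactose (2%) drives FUS expression in yeast precultured in raffinose; seeding density OD 0.005. Test compounds incubated 24hr at 30C and 99% humidity before absorbance at 600 nm was measured.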
Abeta rescue = qHTS for compounds that reverse cellular toxicity of Amyloid beta (A-beta) peptide in yeast: Primary Screen; Potency, µM (series often up to 46.1 µM), for the others: at the top dose growth rescue, usual class: activators; AID 1347071, 2019; actives 0.063% (n = 410,000); yeast expressing A-beta42, growth rescue, OD600, 48 h; response scale: 0% DMSO, 100% iron-clioquinol control; also: potency is read from the fitted curve at half-maximal effect; nearly all actives have a fitted effect of over 55% in size
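Growth rescue measured by 600 nm absorbance after 48 h yeast culture at 30 C with compound. Values normalized between DMSO and an equimolar ferric chloride plus clioquinol control.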
GLP-1R inv ag = qHTS of GLP-1 Receptor Inverse Agonists (Inhibition Mode) | Glucagon-like peptide 1 receptor (Homo sapiens), P43220 | actives 1.6% (n = 410,000) | HEK293 GLP-1R CRE-luciferase, luminescence, 24 h; GLP-1R form is constitutively active | AID 624417, 2012 | Potency, µM (doses to about 38.3 µM), for inactives: at the top dose activity change, negative = inhibition, actives largely listed as inhibitors; also: potency is read from the fitted curve at half-maximal effect; % is scaled to controls: 0 for no effect and ±100 for the full control effect; nearly all actives have a fitted effect of over 55% in size
Target sequence (P43220 whole entry, looked up): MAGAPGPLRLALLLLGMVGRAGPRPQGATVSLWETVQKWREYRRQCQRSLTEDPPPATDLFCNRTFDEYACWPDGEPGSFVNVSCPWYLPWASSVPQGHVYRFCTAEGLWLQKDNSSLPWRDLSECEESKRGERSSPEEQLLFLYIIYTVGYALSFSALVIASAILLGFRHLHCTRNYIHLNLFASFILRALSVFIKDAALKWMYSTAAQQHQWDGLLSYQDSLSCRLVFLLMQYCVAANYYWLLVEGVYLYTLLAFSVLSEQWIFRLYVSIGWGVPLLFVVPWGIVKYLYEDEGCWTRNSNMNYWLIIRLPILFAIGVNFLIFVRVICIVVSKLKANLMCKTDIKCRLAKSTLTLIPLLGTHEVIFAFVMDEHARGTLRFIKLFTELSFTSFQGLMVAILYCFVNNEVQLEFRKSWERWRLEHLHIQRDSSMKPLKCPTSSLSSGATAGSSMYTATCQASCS
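Inverse agonists were sought by their lowering of basal cAMP reporter luciferase output in HEK293 cells stably carrying constitutively active human GLP-1R, after 24 h compound treatment.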
Akt phos inh = HTS Assay for Inhibitors of Akt Phophorylation: Primary Screen; Neuro2A IGF-stimulated pAkt S473 HTRF, 20 min; active compounds read low; activity change, % for hits at 50 µM; actives 0.32% (n = 360,000); in the data active = activity change below about -80%; inconclusive = mostly about -51% to -80%; also: % is scaled to controls: 0 for no effect and ±100 for the full control effect
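Single-point screen (50 µM final compound) in Neuro2A cells stimulated 20 min with 6 nM IGF at 37 deg C. After lysis, Ser473-phosphorylated Akt read by HTRF (ex 330 nm, em 615/665 nm) as the 665/615 ratio.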
TDP43 rescue = qHTS of TDP-43 Inhibitors | actives 1.8% (n = 410,000) | TDP-43 expressing yeast growth rescue, BacTiter-Glo, 24 h | Potency, µM (top dose mostly 46.1 µM), inactives show at the highest dose growth rescue (activation), actives largely listed as activators; also: potency is read from the fitted curve at half-maximal effect; % of control where 0% means no effect; nearly all actives have a fitted effect of over 50% in size
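Readout is BacTiter-Glo luminescence of cell growth, so inhibitors register as activators. TDP-43-expressing yeast at OD600=0.02 in galactose medium, after raffinose pregrowth to mid-log, were incubated with compound for 24 hr at 30 deg C.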
DRD3 antagonist = qHTS of D3 Dopamine Receptor Antagonist: qHTS. D3R cells, DiscoveRx beta-arrestin luminescence, antagonist mode; active compounds read low. AID 652054, 2013. actives 2.5% (n = 360,000). D(3) dopamine receptor (Homo sapiens), P35462. max response, negative = inhibition, %; in the data active = max response below about -50%; inconclusive = no clear call, values can overlap the other calls; also: % is scaled to controls: 0 for no effect and ±100 for the full control effect; mostly tested at two doses, the higher about 12 µM
Target sequence (P35462 whole entry, looked up): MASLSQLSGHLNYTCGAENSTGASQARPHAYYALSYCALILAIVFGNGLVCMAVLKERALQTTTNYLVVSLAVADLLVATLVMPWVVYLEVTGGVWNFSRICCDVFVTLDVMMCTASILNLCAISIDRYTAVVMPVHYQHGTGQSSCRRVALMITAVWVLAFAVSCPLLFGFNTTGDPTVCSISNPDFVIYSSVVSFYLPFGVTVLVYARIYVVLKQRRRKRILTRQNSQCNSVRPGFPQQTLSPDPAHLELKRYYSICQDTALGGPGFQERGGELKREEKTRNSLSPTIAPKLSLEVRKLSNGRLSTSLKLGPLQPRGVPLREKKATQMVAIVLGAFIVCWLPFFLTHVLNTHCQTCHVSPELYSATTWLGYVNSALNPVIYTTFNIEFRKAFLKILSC
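Cells expressing the human receptor were seeded at 1500 cells/well, incubated overnight at 37 degrees C in 5% CO2, then exposed to library compounds with dopamine controls for 90 minutes at 37 degrees C before luminescent detection.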
PTHR1 ag = qHTS for PTHR1 Agonists: Primary Screen. AID 743266, 2014. Potency, µM (series often up to 115 µM), without a hit: top-dose activation, most hits filed as activators. actives 0.075% (n = 410,000). HEK293 GP2 PTHR1 cells, GloSensor cAMP luminescence, 1 h; also: potency is read from the fitted curve at half-maximal effect; nearly all actives have a fitted effect of over 55% in size; some results filed as inactive show a strong effect at the top dose; inactives centre near -15; many of its hits are not listed in these tables
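HEK-293-derived GP2 cells expressing PTHR1 and a GloSensor cAMP reporter, 3,000/well, plated overnight, given luciferin plus IBMX (each 0.5 mM as added) for 1 h at 37 °C, then compound for 1 h at 37 °C. Luminescence was read after 15 min at room temperature.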
aSyn rescue = qHTS of alpha-syn Inhibitors; Yeast expressing alpha-synuclein, growth rescue, BacTiter-Glo, 24 h; Potency, µM (top dose mostly 46.1 µM), without a hit: at the top dose growth rescue (activation), most hits filed as activators; actives 0.14% (n = 370,000); also: potency is read from the fitted curve at half-maximal effect; % of control where 0% means no effect; nearly all actives have a fitted effect of over 65% in size
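Rescue of yeast growth: cells expressing toxic alpha-synuclein, induced in galactose at OD600 0.02, incubated with compound 24 h at 30 C. ATP luminescence quantified growth; inhibitors of toxicity appear as activators.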
GLP1R ag = qHTS of GLP-1 Receptor Agonists | AID 624172, 2012 | Glucagon-like peptide 1 receptor (Homo sapiens), P43220 | HEK293 GLP-1R CRE-luciferase, luminescence, 4-6 h; cells express a hypersensitive GLP-1R form | actives 0.007% (n = 380,000) | Potency, µM (highest dose often 45.6 µM), for inactives: at the highest dose activation, hits mostly activators; also: potency is read from the fitted curve at half-maximal effect; % of control where 0% means no effect
Starred values were filed as active, the others as inactive; i = inactive; ? = inconclusive; . = not tested or not shown; & = joins results of further samples; [ ] = another dose, or the depositor's remark. Unless noted, calls follow the shape of the dose curve; as a rule, active = well fitted curve in the direction sought with a large enough effect; inconclusive = small, poorly fitted or top-dose-only effect, or another doubt; inactive = no such curve, though single readings can be large; an effect the other way counts as inactive or inconclusive. This is a subset, so the mix of outcomes need not match the whole.

Sample of the layout, 2 compounds:
Molecule,aSyn rescue,DRD3 antagonist,Abeta rescue,GLP1R ag,FUS suppressor,PTHR1 ag,Akt phos inh,TDP43 rescue,GLP-1R inv ag
Cc1ccc(S(=O)Cc2nc(-c3ccc(C(=O)NC(C)c4ccccc4)cc3)oc2C)cc1 (stereo not given),.,.,-7%,.,25%,i,.,-22%,-14%
COc1cccc(NC(=O)c2nc(SC)ncc2Cl)c1,-15%,5,-5%,8%,-1%,-12%,i,2%,0%

Main list, previewed entries included:
Molecule,aSyn rescue,DRD3 antagonist,Abeta rescue,GLP1R ag,FUS suppressor,PTHR1 ag,Akt phos inh,TDP43 rescue,GLP-1R inv ag
Cc1ccc(S(=O)Cc2nc(-c3ccc(C(=O)NC(C)c4ccccc4)cc3)oc2C)cc1 (stereo not given),.,.,-7%,.,25%,i,.,-22%,-14%
COc1cccc(NC(=O)c2nc(SC)ncc2Cl)c1,-15%,5,-5%,8%,-1%,-12%,i,2%,0%
O=C(Nc1nccs1)c1cc(-c2ccncc2)nc2ccccc12,-6%,14,-11%,6%,?,i,i,-23%,-1%
Cc1cc(C)cc(C(O)c2ncc(-c3ccc(Cl)cc3)[nH]2)c1 (stereo not given),22%,-12,29%,6%,-6%,-35%[inhibitor],i,0%,13µM*
COc1ccc(CN2CCN(CCCc3ccccc3)C(CCO)C2)c(O)c1 (stereo not given),7%,1,11%,-5%,7%,i,i,4%,-15%
COc1cccc(N2CCN(C(=O)c3c(C)oc4ncnc(N5CCCCC5)c34)CC2)c1,.,.,-12%,.,40%,i,.,11%,-26%
Cc1ccc(-n2nnc(-c3nsc(NC(=O)c4ccc(C)c(C)c4)n3)c2C)cc1,.,.,0%,.,8%,13%,.,-14%,3%
CC1(C(=O)Nc2ccc3ccccc3c2)CCC(=O)N1C1CCN(Cc2ccccc2)CC1 (stereo not given),-3%,0,-13%,-1%,-8%,-24%,i,6%,-25%
CC(=O)Nc1cncc(-c2ccccc2CO)n1,3%,11,-8%,-4%,-20%,i,i,23%,7%
C#CCOCCOCCOCCNc1nc(N2CCN(C(=O)[C@H]([C@@H](C)CC)n3cc(CCCCN)nn3)CC2)nc(N2CCN(C(=O)[C@H]([C@@H](C)CC)n3cc(CCCN=C(N)N)nn3)CC2)n1,2%,8,7%,8%,10%,-22%,i,12%,6%
CC1(C(=O)Nc2ccc(S(=O)(=O)Nc3ncccn3)cc2)CCCC1,5%,0,5%,0%,8%,i,i,7%,-2%
COc1ccc(-c2cnc(C(O)c3ccc(OC)c(F)c3)[nH]2)cc1 (stereo not given),2%,-2,18%,-3%,-11%,-15%,i,12%,?
Fc1ccc(CNCCC(Cc2ccccc2)c2ccco2)cc1 (stereo not given),-4%,-20,11%,1%,15%,-14%,i,-22%[1.82 µM],?
C[C@H]1CN([C@@H](C)CO)C(=O)CCCn2cc(nn2)CO[C@@H]1CN(C)C(=O)Nc1ccc(C(F)(F)F)cc1,0%,-10,1%,0%,-1%,-2%,i,-1%,5%
COc1ccc(S(=O)(=O)Nc2ccc(N(C)C(C)=O)cc2)cc1,-2%,-9,5%,32%,1%,?,i,-13%,0%
CCOC(=O)c1ccc(NC(=O)Nc2ncccc2C)cc1,-9%,8,10%,6%,-44%,9%,i,22%,11%
O=C(NC(c1ccccc1)c1ccccc1)N1CCN(CCO)CC1,-8%,-26,-6%,-11%,19%,?,i,-7%,-6%
COC(=O)c1cccc(NC(=O)c2cccnc2C(=O)O)c1C,-1%,-7,-15%,1%,29%,25%,i,-12%,4%
Cc1cccc(N/C=C(\[N+](=O)[O-])S(=O)(=O)c2ccccc2)c1C,10%,6,-8%,0%,16%,-18%,i,-5%,2%
CCCC(=O)NCc1nc2ccccc2n1CC(=O)c1ccccc1,0%,-25,14%,-4%,8%,i,i,-11%,-3%
CCCNC(=O)OCC12CC3CC(CC(C3)C1)C2,-1%,-8,26%,?,-3%,i,i,-26%,?
COc1ccc(CCNCCC(=O)Nc2c(C)cc(C)cc2C)cc1OC,0%,1,7%,2%,5%,-4%,i,11%,?
COc1ccccc1NS(=O)(=O)c1cc(N)ccc1N1CCCCC1,-11%,-15,-10%,-5%,15%,-40%,i,-54%[inhibitor],?
CCN1CCN(c2cc(C)c3cc(NC(=S)N4CCN(c5ccc(F)cc5)CC4)ccc3n2)CC1,4%,-7,-3%,11%,-15%,-18%,i,-6%,?
COc1cc(OC)c(NC(=O)CCNS(=O)(=O)c2ccc3c(c2)oc(=O)n3C)cc1Cl,-8%,-25,-17%&6%,-5%,16%&25%,i,i,-30%&1%[inhibitor],10%&17%
CC(=O)NC(Cc1ccc(F)cc1)C(=O)NC1CCN(c2nnnn2-c2ccccc2)CC1 (stereo not given),-7%,22,-4%,-8%,-9%,?,i,-17%,0%
COc1cc(-c2ccc3oc(-c4cccc(C)c4)c(C#CC4(O)CCCCC4)c3c2)cc(OC)c1OC,1%,10,-13%,15%,34%,i,i,5%,?
Cc1ccc(NC(=O)CCCC(=O)O)c(Br)c1,4%,4,1%,-9%,-23%,i,i,12%,19%
CCCn1c(N)c(C(=O)COC(=O)CCNS(=O)(=O)c2ccccc2F)c(=O)[nH]c1=O,1%,3,4%,7%,5%,i,i,11%,-3%
CC1(C)CC(=O)C2=C(C1)Nc1ccccc1NC2c1nc2ccccc2[nH]1 (stereo not given),-6%,2,-13%,1%,-14%,-2%,i,10%,-5%

2 entries from above, reformatted:
> Cc1cc(C)cc(C(O)c2ncc(-c3ccc(Cl)cc3)[nH]2)c1 (stereo not given)
  aSyn rescue: 22%; DRD3 antagonist: -12; Abeta rescue: 29%; GLP1R ag: 6%; FUS suppressor: -6%; PTHR1 ag: -35%[inhibitor]; Akt phos inh: i; TDP43 rescue: 0%; GLP-1R inv ag: 13µM*
> COc1ccc(CN2CCN(CCCc3ccccc3)C(CCO)C2)c(O)c1 (stereo not given)
  aSyn rescue: 7%; DRD3 antagonist: 1; Abeta rescue: 11%; GLP1R ag: -5%; FUS suppressor: 7%; PTHR1 ag: i; Akt phos inh: i; TDP43 rescue: 4%; GLP-1R inv ag: -15%

New compounds follow.
Molecule,aSyn rescue,DRD3 antagonist,Abeta rescue,GLP1R ag,FUS suppressor,PTHR1 ag,Akt phos inh,TDP43 rescue,GLP-1R inv ag
Cc1ccc(S(=O)(=O)N2CCC(=O)N(C(COC(=O)Nc3ccccc3)Cc3ccccc3)CC2)cc1 (stereo not given),1%,10,5%,0%,?,-1%,i,9%,-8%
C=C(C)Cn1c(=O)c2c(nc3n2CC(C)CN3Cc2ccccc2)n(C)c1=O (stereo not given),-5%,-12,-25%,1%,41%,i,i,4%,?
COc1ccc(NC(=O)C2Cc3c(-c4cccc(F)c4)ccnc3O2)cc1 (stereo not given),?,-12,-2%,12%,33%,-20%,i,22µM*,-28%
CCOC(=O)C1CCN(C(=O)Cn2ncc3c4ccccc4n(Cc4ccc(F)cc4)c3c2=O)CC1,.,.,20%,.,?,-12%,.,0%[9.22 µM],?
CC(C)NC(=O)C1(C)CN(S(C)(=O)=O)CC(=O)N1CC(F)(F)F (stereo not given),-1%,5,-15%,.,-14%,2%,i,16%,-13%
O=C1CCN(CCc2ccccc2)CCN1[C@H](CO)c1ccccc1,-3%,-28,-9%,5%,-16%,i,i,-10%,9%
Cc1ccc(C)c(OCC(=O)NCC(C)C)c1C,-1%,5,-15%,-1%,.,i,i,12%,2%
Cc1nnc(SCC(=O)NCCN2C(=O)CSC2=O)n1-c1ccccc1,-10%,-5,5%,5%,-20%,-6%,i,3%,9%
CCOc1ccc(S(=O)(=O)N(CC)CC)cc1NC(=O)CSCc1c(C)noc1C,4%,15,-2%,22%,.,i,i,5%,0%
CCOc1ccc(NC(=O)c2cnc3scc(C)n3c2=O)cc1,-12%,0,2%,2%,-30%,i,i,?,21%
O=C(NC1CCN(Cc2ccccc2)CC1)C1COc2ccccc2O1 (stereo not given),0%,-78*,1%,-3%,15%,-29%,i,3%,-36%
Oc1c(N=Nc2ccccn2)ccc2ccccc12,-60%[inhibitor],?,-87%[inhibitor],-17%,8%,-32%[inhibitor],i,?,?
C=CCSc1nnc(NC(=O)c2ccc(NC(C)=O)cc2)s1,15%,25,6%,0%,15%,i,i,12%,39%[activator]
COc1nc(NC2OC(CO)C(O)C(O)C2O)c(N)c(=O)[nH]1 (stereo not given),-8%,8,1%,1%,.,i,i,27%,4%
O=C(c1cnc2sccn2c1=O)N1CCN(c2ccccc2Cl)CC1,2%,-7,-7%,5%,28%,i,i,-21%,20%
CC1CCC(C(O)(C(=O)O)C2CCCCC2)CC1C (stereo not given),14%,8,1%,-1%,.,-18%,i,18µM*,-12%
CC(C)(C)OC(=O)[C@H](Cc1ccccc1)NC(=O)c1nc[nH]c1C(=O)N1CCN(C(=O)OC(C)(C)C)CC1,2%,13,6%,-3%,39%,i,i,10%,4.5µM*
COc1ccc(NC(=O)c2c(C(F)(F)F)nn(C)c2SCc2ccccc2)cc1,9%,11,-9%,12%,19%,-13%,i,16%,-10%
Cc1cccc(NC(=O)CN2CCN(C(=O)c3oc4c(Cl)cccc4c3C)CC2)c1C,-3%[1.84 µM],-6,?,6%,?,-7%,i,?,?
O=C(COc1ccc(Cl)cc1)NCCc1csc(-c2ccc(C(F)(F)F)cc2)n1,.,.,9%,.,?,i,.,?,?
COC(=O)C1(Cc2ccc3c(c2)CCC3)Cc2ccc3c(c2C1=O)CCC3 (stereo not given),-6%,-11,-3%,3%,.,-26%,i,16%,?
